CXXC DNA block: inhibitors of human MLL CXXC domain-DNA interaction | Q03164 | MLL-CXXC / FITC-HOXA9 DNA fluorescence polarization | Potency, µM (top dose mostly 115 µM), without a hit: top-dose activity change, negative = inhibition, usual class: inhibitors | hit rate 0.037% among 290,000 | AID 2662; active = well fitted inhibition curve with a large enough effect in the polarisation, with a control signal flat, not every such curve was filed as active; inconclusive = small, poorly fitted or top-dose-only effect, or effect the other way, or a change in a side signal; inactive = no such curve, though single readings can be large or run the other way; the % refers to the polarisation
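Fluorescence polarization: 7 uM MLL-CXXC (stock) preincubated 5 min with compounds, then 50 nM fluorescein-HOX-A9 DNA (stock) added; 30 min ambient. Buffer 50 mM Tris-HCl pH 7.5, 50 mM NaCl, 1 mM DTT, 0.05% BSA.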
FLuc modulator: inhibits or activates purified firefly luciferase, miR-21 counter-screen. P08659. purified FLuc, Km substrates, luminescence inhibition. Potency, µM (series often up to 57.5 µM), for the others: at the top dose activity change, negative = inhibition, usual class: inhibitors. hit rate 6.9% among 360,000;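 also: plate controls were vehicle for no effect and reference inhibitor for full effect; nearly all actives have a fitted effect of over 55% in size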
Target sequence (P08659 whole entry, looked up): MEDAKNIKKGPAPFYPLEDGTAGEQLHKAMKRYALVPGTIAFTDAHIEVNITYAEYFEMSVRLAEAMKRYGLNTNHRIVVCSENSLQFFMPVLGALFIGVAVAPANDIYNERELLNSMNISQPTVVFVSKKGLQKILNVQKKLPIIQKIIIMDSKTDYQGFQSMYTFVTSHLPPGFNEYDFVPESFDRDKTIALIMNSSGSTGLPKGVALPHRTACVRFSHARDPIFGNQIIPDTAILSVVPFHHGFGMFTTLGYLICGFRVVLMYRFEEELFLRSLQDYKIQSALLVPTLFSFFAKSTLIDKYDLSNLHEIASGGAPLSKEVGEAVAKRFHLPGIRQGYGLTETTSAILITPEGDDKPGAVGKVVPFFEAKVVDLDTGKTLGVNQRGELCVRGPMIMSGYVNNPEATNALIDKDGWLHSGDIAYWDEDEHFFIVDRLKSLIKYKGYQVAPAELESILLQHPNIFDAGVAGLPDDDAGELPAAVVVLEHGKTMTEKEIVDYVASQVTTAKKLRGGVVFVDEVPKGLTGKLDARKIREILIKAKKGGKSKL
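Purified P. pyralis luciferase (10nM final) with 10uM D-luciferin and 10uM ATP (Km levels) in 50mM Tris acetate pH 7.5, 10mM Mg acetate, 0.01% Tween-20, 0.05% BSA; qHTS 6-point titration, ~60 µM downward; luminescence read.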
MBNL1-CUG inh: blocks human MBNL1 binding to CUG repeat RNA; Q9NR56; TR-FRET MBNL1-His/biotin-(CUG)12 binding, 665/545 ratio; Potency, µM (series often up to 57.5 µM), without a hit: top-dose activity change, negative = inhibition, usual class: inhibitors; hit rate 0.036% among 280,000; AID 2675; active = well fitted inhibition curve with a large enough effect in the signal ratio, with a control signal flat, not every such curve was filed as active; inconclusive = small, poorly fitted or top-dose-only effect, or effect the other way, or a change in a side signal; inactive = no such curve, though single readings can be large or run the other way; the % refers to the signal ratio; also: % is scaled to controls: 0 for no effect and ±100 for the full control effect
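Compound titration spanned 92 nM–58 uM against the MBNL1-His/biotin-(CUG)12 complex. After 60 min at room temperature with 5 nM streptavidin-XL665 and 0.055 ng/ul terbium anti-His, ratiometric 665/545 nm emission (Ex 340 nm) normalized to controls.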
ELG1 genotoxic: inducers of genotoxicity in HEK293T ELG1-luciferase cells. HEK293T ELG1-luciferase reporter, luminescence, 16 h. hit rate 1.3% among 330,000. Potency, µM (titrated, usually from 46 µM), for inactives: at the top dose activity change, positive = activation, usual class: activators; also: % of control where 0% means no effect; nearly all actives have a fitted effect of over 60% in size
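Screening used a luciferase reporter fused to human ELG1 in HEK293T cells. Luminescence was read on a CCD plate imager after 16 hr exposure and 30 min ONE-Glo incubation.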
uPA generation: cell surface uPA generation inhibition; hit rate 0.31% among 330,000; Potency, µM (series often up to 38.3 µM), for the others: top-dose activity change, negative = inhibition, actives largely listed as inhibitors; cell surface uPA generation assay, qHTS; AID 540303; active = well fitted inhibition curve with a large enough effect; inconclusive = small, poorly fitted or top-dose-only effect; inactive = no such curve, though single readings can be large or run the other way; tested in mouse RAW 264.7 cells; also: % is scaled to controls: 0 for no effect and ±100 for the full control effect; nearly all actives have a fitted effect of over 55% in size
NPC1 prom act: activators of NPC1 promoter | Potency, µM (titrated, usually from 9.22 µM), without a hit: at the highest dose activation, usual class: activators | Huh7 NPC1 promoter luciferase reporter, 24 h | hit rate 2.4% among 320,000;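 also: % of control where 0% means no effect; nearly all actives have a fitted effect of over 60% in size; reporter is driven by a mutant NPC1 promoter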
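Quantitative HTS used a cell-based reporter: Huh7 cells stably bearing the NPC1 promoter upstream of luciferase were treated with compounds for 24 h, and promoter activation was read as luminescence.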
p53 reactivation: restores transcriptional activity of mutant p53 | Potency, µM (highest dose often 92.2 µM), inactives show at the top dose activity change, positive = activation, most hits filed as activators | H1299 p53-A138V BP100-luciferase reporter, luminescence, 24 h | hit rate 0.063% among 320,000 | AID 504706; also: % of control where 0% means no effect; nearly all actives have a fitted effect of over 45% in size
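H1299 (p53-null), stable ts p53-A138V + BP100-Luc; 1000 cells/well, Opti-MEM/10% FBS; cpd 4 pt, 1:5; 24 h, 37 deg C, 5% CO2; detection reagent 10 min RT; luminescence.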
Rab9 prom act: activates the Rab9 promoter. Huh7 Rab9 promoter-luciferase reporter, luminescence, 24 h. Potency, µM (top dose mostly 9.22 µM), without a hit: at the highest dose activation, negative = inhibition, usual class: activators. hit rate 2.8% among 320,000; also: % of control where 0% means no effect; nearly all actives have a fitted effect of over 60% in size
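Huh7 cells stably carrying a Rab9 promoter-luciferase reporter, 1500 cells per well in OP-MEM I with 10% FBS, treated with compound 24 hours at 37C. Luciferase activity read by luminescence after 10 minutes with Amplite reagent.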
RORgamma inh: ROR gamma (mouse) transcription inhibition; P51450; Drosophila S2 Gal4-RORgamma UAS-luciferase reporter, 20 h; Potency, µM (doses to about 53.6 µM), for the others: top-dose activity change, negative = inhibition, actives largely listed as inhibitors; hit rate 5.4% among 310,000; AID 2551; also: % is scaled to controls: 0 for no effect and ±100 for the full control effect; nearly all actives have a fitted effect of over 60% in size
Target sequence (P51450 whole entry, looked up, the tested form may be a part): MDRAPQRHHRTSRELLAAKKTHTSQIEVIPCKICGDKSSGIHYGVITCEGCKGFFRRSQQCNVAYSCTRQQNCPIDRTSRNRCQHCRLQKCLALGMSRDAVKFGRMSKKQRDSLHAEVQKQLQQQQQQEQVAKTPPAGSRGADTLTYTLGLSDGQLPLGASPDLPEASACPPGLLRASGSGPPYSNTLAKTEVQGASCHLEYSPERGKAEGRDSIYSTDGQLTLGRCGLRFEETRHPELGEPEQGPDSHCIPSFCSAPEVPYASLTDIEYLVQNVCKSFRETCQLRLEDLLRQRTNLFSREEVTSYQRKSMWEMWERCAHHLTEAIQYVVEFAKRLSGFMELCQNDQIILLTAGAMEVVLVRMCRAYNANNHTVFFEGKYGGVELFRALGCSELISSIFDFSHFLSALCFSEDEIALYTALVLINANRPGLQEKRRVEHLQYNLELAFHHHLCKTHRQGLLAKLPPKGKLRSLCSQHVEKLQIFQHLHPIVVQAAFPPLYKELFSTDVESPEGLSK
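Stably transfected Drosophila Schneider cells are the test system, with ROR gamma fused to Gal4 and luciferase under UAS control; luminescence is read after 20 hr of 700 uM copper sulfate induction at ambient temperature.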
Gal4-VP16 FLuc: Gal4-VP16 reporter inhibition counter-screen; Drosophila S2 Gal4-VP16 UAS-luciferase, luminescence, 20 h; Potency, µM (highest dose often 53.6 µM), without a hit: at the highest dose activity, negative = inhibition, hits mostly inhibitors; hit rate 3.5% among 310,000; AID 2546;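 also: Gal4-VP16 expression switched on by copper sulfate through the metallothionein promoter; % is scaled to controls: 0 for no effect and ±100 for the full control effect; nearly all actives have a fitted effect of over 50% in size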
BRCA1 expr up: activators of BRCA1 expression. MCF7-BRCA1-FFLuc reporter, luminescence, 48 h; response scale: scaled: vehicle 0%, 10 µM genistein 100%. Potency, µM (series often up to 46.1 µM), for the others: at the top dose activation, usual class: activators. hit rate 1.1% among 380,000. AID 624202; also: nearly all actives have a fitted effect of over 80% in size; some results filed as inactive show a strong effect at the top dose
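Activators of BRCA1 expression were detected as increased firefly luciferase luminescence in engineered MCF7 cells after 48 h compound incubation. Signals were scaled to genistein 10 microM as full activation.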
* = called active by the depositor; ? = inconclusive; . = not tested or not shown; [ ] = remark or other dose. Unless noted, calls follow the shape of the dose curve; as a rule, active = well fitted curve in the direction sought with a large enough effect; inconclusive = small, poorly fitted or top-dose-only effect, or another doubt; inactive = no such curve, though single readings can be large; an effect the other way counts as inactive or inconclusive. Potency is read from the fitted curve at half-maximal effect. Not all compounds are listed, so the mix of outcomes need not match the whole.

SMILES	CXXC DNA block	FLuc modulator	MBNL1-CUG inh	ELG1 genotoxic	uPA generation	NPC1 prom act	p53 reactivation	Rab9 prom act	RORgamma inh	Gal4-VP16 FLuc	BRCA1 expr up
CCOC(=O)c1[nH]c(C)c(C(=O)OCc2c(C)noc2C)c1C	16%	-1%	3%	17%	-1%	0%	-4%	-2%	40%	11%	-32%
COC(=O)N[C@H](CC(C)=O)c1cccc(C(F)(F)F)c1	4%	-23%	37%[activator]	3%	-7%	-2%	1%	-4%	-7%	-7%	-2%
C#CCOc1ccccc1/C=C1/C(=O)ON=C1C	2%	?	1%	13%	2%	2%	-1%	-1%	4%	-2%	-20%
Cc1ccccc1-n1c(SCC(=O)NCc2cccs2)nnc1-c1ccncc1	3%	-1%	5%	-2%	1%	-1%	2%	-1%	-6%[10 µM]	3%	-12%
CCOc1ccc(S(=O)(=O)Nc2ccc3c(c2)n(C)c(=O)n3C)cc1	7%	0%	1%	?	-10%	-11%	-3%	-18%	?	0.1µM*	-57%
CC(=O)NNc1cc(=O)c2c(=O)n(C)c(=O)n(C)c2[nH]1	-8%	1%	1%	1%	-9%	-2%	15%	3%	4%	0%	-25%
CC(=O)NC(C)c1nc2ccccc2n1CC(=O)NC(C)CCc1ccccc1 (configuration not stated)	-1%	-2%	-3%	-1%	-2%	-3%	1%	3%	13µM*	-2%	-12%
CCOC(=O)c1ccc(NC(=O)c2nc[nH]c2C(=O)NCc2ccccc2)cc1	0%	-9%	-7%	-6%	6%	-3%	-4%	-6%	3.5µM*	5.6µM*	-29%
c1nc(N2CCCCCC2)c2[nH]cnc2n1	-3%	-1%	3%	-31%[inhibitor]	-26%	8%	-2%	-2%	95%	-24%	1%
O=C(Nc1ccc2nc(-c3ccco3)c(-c3ccco3)nc2c1)N1CCCCCC1	?	21µM*	?	-22%	-11%	15%	?	9%	-39%	-5%[0.365 µM]	5%
Cc1sc(NC(=S)NC(=O)CCc2ccccc2)c(C(N)=O)c1C	16%	-2%	.	?	-22%	-8%	19%	-26%	-10%	-9%	?
NN1C(=O)NC(c2ccccc2)(c2ccccc2)C1=O	-2%	-1%	-2%	-21%	8%	1%	-4%	1%	-1%	-4%	-7%

Brought forward from above: five compounds; new compounds follow.
SMILES	CXXC DNA block	FLuc modulator	MBNL1-CUG inh	ELG1 genotoxic	uPA generation	NPC1 prom act	p53 reactivation	Rab9 prom act	RORgamma inh	Gal4-VP16 FLuc	BRCA1 expr up
CCOC(=O)c1ccc(NC(=O)c2nc[nH]c2C(=O)NCc2ccccc2)cc1	0%	-9%	-7%	-6%	6%	-3%	-4%	-6%	3.5µM*	5.6µM*	-29%
c1nc(N2CCCCCC2)c2[nH]cnc2n1	-3%	-1%	3%	-31%[inhibitor]	-26%	8%	-2%	-2%	95%	-24%	1%
O=C(Nc1ccc2nc(-c3ccco3)c(-c3ccco3)nc2c1)N1CCCCCC1	?	21µM*	?	-22%	-11%	15%	?	9%	-39%	-5%[0.365 µM]	5%
Cc1sc(NC(=S)NC(=O)CCc2ccccc2)c(C(N)=O)c1C	16%	-2%	.	?	-22%	-8%	19%	-26%	-10%	-9%	?
NN1C(=O)NC(c2ccccc2)(c2ccccc2)C1=O	-2%	-1%	-2%	-21%	8%	1%	-4%	1%	-1%	-4%	-7%
CCn1ccnc1CN1CCCC(C(=O)c2ccc3c4c(cccc24)CC3)C1 (configuration not stated)	11%	0%	3%	-1%	-2%	0%	0%	-3%	1.3µM*	4.5µM*	-26%
CCOc1ccc(CCNC(=O)C2CC(C)=CCC2C(=O)O)cc1OCC (configuration not stated)	23%	7%	-10%	2%	2%	-1%	-2%	1%	0%	4%	-14%
CC1CC(C)CN(C(=O)C(C)N(C)CC(=O)Nc2ccc(F)cc2)C1 (configuration not stated)	.	-1%	.	-4%	8%	1%	6%	-6%	.	.	-12%
CCOc1ccccc1C(=O)OCC(=O)NCCNC(=O)COC(=O)c1ccccc1OCC	-9%	-9%	0%	-9%	1%	1%	0%	0%	-1%	-14%	-11%
COc1ccc(-c2cc(=O)[nH][nH]2)cc1OC	-11%	?	-1%	3%	.	0%	-23%	-2%	2%	14%	1%
COc1ccc(S(=O)(=O)N(CC(=O)NCc2ccncc2)c2ccc(C)cc2)cc1Br	-3%	3%	-1%	7%	-4%	1%	8%	6%	4%	19%	-11%
O=Cc1ccc(OC(=O)Cc2ccc(F)cc2)cc1	59%[activator]	-2%	3%	-1%	.	-4%	.	8%	-9%	-6%	.
CCOC1=NN(c2ccc(Cl)cc2)C(=O)/C1=C\N(C)C	9%	-4%	.	1%	4%	5%	5%	-2%	-18%	9%	16%
CCc1nnc2n1N=C(c1ccc(Br)cc1)CS2	-6%	1%	0%	1%	-9%	-7%	0%	-8%	-15%	3%	14%
CN(C)CCOc1ccc2ccccc2c1	6%	0%	-17%	3%	3%	-1%	5%	-1%	-17%	-7%	0%
CCCOc1ccc(N2C(=O)CC(N(CCc3ccccc3)C(=O)c3ccccc3)C2=O)cc1 (configuration not stated)	-6%	?	-8%	-1%	-1%	0%	5%	-9%	2%	-7%	-2%
CC(C)(C)c1ccc(COc2ccsc2C(=O)O)cc1	4%	15µM*	.	18%	6%	10%	?	?	?	23%	?
NC(=S)COc1ccccc1	-5%	3%	.	-2%	-2%	-5%	-1%	-3%	22µM*	-19%	-5%
C=CCNC(=O)CN(c1cccc(Br)c1)S(C)(=O)=O	3%	-1%	1%	-5%	0%	-2%	2%	1%	10%[0.365 µM]	.	-4%
COc1ccccc1C1(CC(=O)O)CCOC(C)(C)C1 (configuration not stated)	4%	4%	3%	-1%	2%	-1%	-4%	-4%	-8%[10 µM]	1%	-17%
O=C(O)c1ccc2c(c1)C(=O)N(Cc1ccco1)C2=O	-3%	6%	?	-2%	-6%	-6%	.	-2%	12%[1.91 µM]	0%	5%
CCOC(=O)c1ccc(NC(=O)CSc2nnc(-c3cccs3)n2CC)cc1	13%	-2%	34%[activator]	1%	.	2%	-12%	-2%	-25%	-13%	-16%
CC1C(C)C(O)(c2ccccc2)CCN1C (configuration not stated)	-1%	2%	-7%	3%	-2%	-1%	-8%	-1%	2%	-14%	7%
CC(C)(C)c1ccc(C(=O)NCCC(=O)Nc2ccc(S(=O)(=O)Nc3nccs3)cc2)cc1	.	?	.	1%	11%	1%	7%	0%	.	.	-6%
COC(=O)C1CCN(C(=O)c2cc3c(=O)n4cccc(C)c4nc3n2Cc2ccccc2)CC1	-1%	2%	59%[activator]	-4%	?	2%	-5%	-5%	2%	3%	4%
CCN(c1ccccc1)S(=O)(=O)c1cccc(C(=O)NCc2cccnc2)c1	.	2%	.	0%	2%	-3%	-2%	12%	.	.	-4%
C=CCn1c(NCc2ccccc2OC)nc2ccccc21	-2%	?	-5%	5%	?	0%	.	15%	?	-9%	10%
CCn1nc(C)c(CN2CCCC(CO)(Cc3cccc(Cl)c3)C2)c1C (configuration not stated)	4%	1%	-25%	-10%	-13%	-2%	0%	0%	-7%	-2%	-10%
Cc1cc(-c2ccc(C)c(S(=O)(=O)NCCC(C)N3CCCCCC3)c2)on1 (configuration not stated)	16%	1%	-13%	1%	-13%	0%	-12%	0%	-15%	0%	-4%
Cc1cc(CNC(=O)COc2c(F)c(F)cc(F)c2F)c2ccccc2n1	-15%	0%	-2%	11%	-4%	-3%	-7%	-5%	1%	-11%	-27%
Cc1nn(CC2CC2)c(=O)n1-c1ccc(Oc2ccccc2)cc1	-8%	-4%	-6%	-4%	4%	-2%	8%	-6%	13%	?	-30%
O=S(=O)(/N=C(\c1ccccc1)N1CCOCC1)c1ccc(Cl)cc1	9%	-2%	-3%	2%	3%	1%	-5%	-2%	0%	5%	8%
Cc1ccc(C)c(S(=O)(=O)N(C)Cc2cccs2)c1	.	-2%	.	-1%	-2%	-1%	-11%	2%	.	.	0%

Screening data: PubChem BioAssay, National Center for Advancing Translational Sciences (NCATS)
